# IDH1 R132H inh: human IDH1 R132H inhibition. O75874. actives 0.093% (n = 390,000). IDH1-R132H enzyme, NADPH consumption, diaphorase/resazurin fluorescence. AID 602179. Potency, µM (titrated, usually from 76.6 µM), for inactives: top-dose activity change, negative = inhibition, hits mostly inhibitors; also: potency is read from the fitted curve at half-maximal effect; % is scaled to controls: 0 for no effect and ±100 for the full control effect; nearly all actives have a fitted effect of over 65% in size
# Target sequence (O75874 whole entry R132H, stated change not applied): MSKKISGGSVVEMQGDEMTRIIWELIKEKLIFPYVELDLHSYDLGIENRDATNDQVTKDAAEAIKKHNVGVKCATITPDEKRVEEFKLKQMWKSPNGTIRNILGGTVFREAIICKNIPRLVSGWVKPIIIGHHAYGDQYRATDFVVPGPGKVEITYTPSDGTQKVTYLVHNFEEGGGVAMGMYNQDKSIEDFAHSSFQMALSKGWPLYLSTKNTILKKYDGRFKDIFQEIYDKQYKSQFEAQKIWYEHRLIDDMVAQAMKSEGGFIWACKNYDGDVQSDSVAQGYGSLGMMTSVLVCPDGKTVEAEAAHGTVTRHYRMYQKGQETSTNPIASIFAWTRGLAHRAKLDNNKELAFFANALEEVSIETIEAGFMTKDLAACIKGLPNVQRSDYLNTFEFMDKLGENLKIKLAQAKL
#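 IDH1-R132H (0.5 ug/mL dispensed) in pH 7.5 Tris buffer was preincubated 30 min with compound, then given a substrate mix of 0.016 mM NADPH and 2 mM alpha-KG for 80 min at room temperature; remaining NADPH was read by diaphorase/resazurin fluorescence.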
# PI4K2A inh: PI4K2A (human) kinase inhibition. Q9BTU6. purified PI4K2A, ADP-Glo luminescence, 1 h; hits give low values. activity change, negative = inhibition, % at 76.9 µM. actives 0.13% (n = 420,000). AID 1346378; in the data active = activity change below about -50%; inconclusive = mostly about -30% to -49%;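 also: -100% = wells without enzyme as full effect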
# Target sequence (Q9BTU6 whole entry, looked up): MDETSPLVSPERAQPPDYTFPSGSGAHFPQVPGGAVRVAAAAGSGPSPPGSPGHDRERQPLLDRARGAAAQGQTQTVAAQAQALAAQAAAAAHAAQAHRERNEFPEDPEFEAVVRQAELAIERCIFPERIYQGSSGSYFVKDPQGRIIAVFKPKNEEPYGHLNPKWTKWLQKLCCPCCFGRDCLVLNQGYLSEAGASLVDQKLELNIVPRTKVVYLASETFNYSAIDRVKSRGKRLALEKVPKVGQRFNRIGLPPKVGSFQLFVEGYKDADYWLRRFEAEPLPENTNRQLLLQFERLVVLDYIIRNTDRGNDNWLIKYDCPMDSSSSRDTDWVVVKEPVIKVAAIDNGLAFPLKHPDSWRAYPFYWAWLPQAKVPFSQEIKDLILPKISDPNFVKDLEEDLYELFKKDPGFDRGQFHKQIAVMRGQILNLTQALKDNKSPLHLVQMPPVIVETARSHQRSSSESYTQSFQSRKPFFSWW
#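 PI4K2A activity was measured by ADP-Glo luminescence: enzyme (4 ug/mL stock) and phosphatidylinositol (1.2 mM stock) in Tris pH 7.5/MgCl2/EGTA/Triton X-100 buffer were reacted with ATP (300 microM stock) for one hour at ambient temperature.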
# PGK inhibitor: T. brucei PGK inhibition | Potency, µM (series often up to 57.5 µM), for the others: at the top dose activity change, negative = inhibition, hits mostly inhibitors | actives 0.043% (n = 380,000) | PGK/GAPDH coupled, Kinase-Glo luminescence, 60 min; also: potency is read from the fitted curve at half-maximal effect; % is scaled to controls: 0 for no effect and ±100 for the full control effect; nearly all actives have a fitted effect of over 60% in size
#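 Recombinant glycosomal PGK reaction used 1,3-bisphosphoglycerate generated in-well by GAPDH (100nM final) in 100mM TEA pH 7.6, 5mM MgCl2, 0.01% Tween-20. After 60 minutes at room temperature, ATP was read by Kinase-Glo Plus luminescence end-point.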
# TrxR1 substrate: substrates of rat thioredoxin reductase 1 | AID 588456 | Potency, µM (highest dose often 114 µM), without a hit: top-dose activity change, negative = substrate turnover | actives 0.01% (n = 390,000) | purified TrxR1 substrate turnover, NADPH consumption readout; also: potency is read from the fitted curve at half-maximal effect; % is scaled to controls: 0 for no effect and ±100 for the full control effect; nearly all actives have a fitted effect of over 50% in size
#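 Rat TrxR1, dispensed at 90 nM, was prereduced with 400 uM NADPH (final) for 5 min at ~22 deg C, then incubated with compound 15 min before 400 uM selenite. A first-read NADPH fluorescence drop versus no-compound background flagged substrates.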
# rTrxR1 inhibitor: blocks rat thioredoxin reductase 1. Potency, µM (series often up to 114 µM), without a hit: at the top dose activity change, negative = inhibition, usual class: inhibitors. recombinant rTrxR1, NADPH fluorescence consumption, selenite substrate. O89049. actives 1% (n = 390,000). AID 588453; also: potency is read from the fitted curve at half-maximal effect; % is scaled to controls: 0 for no effect and ±100 for the full control effect; nearly all actives have a fitted effect of over 65% in size
#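 Rat TrxR1 (90 nM in the dispensed reagent) was pre-reduced with 400 uM NADPH for 5 min at room temperature, then incubated with compound for 15 min. After 400 uM selenite was added, NADPH fluorescence (Ex 340/Em 450 nm) was followed for 8 min.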
# Pin1 inhibitor: human Pin1 inhibition; Potency, µM (doses to about 115 µM), for inactives: at the top dose activity, negative = inhibition, most hits filed as inhibitors; Q13526; actives 0.009% (n = 390,000); Pin1 FP peptide displacement, HiFluor488, 10 min; active = well fitted inhibition curve with a large enough effect in the polarisation, with a control signal flat, not every such curve was filed as active; inconclusive = small, poorly fitted or top-dose-only effect, or effect the other way, or a change in a side signal; inactive = no such curve, though single readings can be large or run the other way; the % refers to the polarisation; also: potency is read from the fitted curve at half-maximal effect; % is scaled to controls: 0 for no effect and ±100 for the full control effect
# USP1 inh: inhibitors of human USP1/UAF1 deubiquitinase | recombinant USP1/UAF1, Ub-Rhodamine cleavage fluorescence | Potency, µM (doses to about 57.1 µM), for the others: at the highest dose activity change, negative = inhibition, most hits filed as inhibitors | actives 0.23% (n = 390,000) | O94782 | AID 743255; also: potency is read from the fitted curve at half-maximal effect; % is scaled to controls: 0 for no effect and ±100 for the full control effect; nearly all actives have a fitted effect of over 60% in size; inactives centre near -12
#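 USP1/UAF1 complex at 1 nM was preincubated with compound for 15 min at room temperature, then Ub-Rho substrate (150nM final) was added. Fluorescence (480/540 nm) was read kinetically, 6 reads every 60 seconds.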
# GLS inh: inhibitors of human glutaminase (GLS); GLS enzymatic activity, qHTS titration; AID 624170; actives 0.21% (n = 410,000); O94925; Potency, µM (doses to about 45.5 µM), inactives show top-dose activity change, negative = inhibition, actives largely listed as inhibitors; also: potency is read from the fitted curve at half-maximal effect; % is scaled to controls: 0 for no effect and ±100 for the full control effect
#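 Enzyme dispensed in phosphate buffer (45 mM, pH 8.2, 0.02% Tween-20), compounds pinned in, then 1 mM L-glutamine solution and the glutamate oxidase–HRP–Amplex Red mix added; fluorescence read immediately and again after 30 min at room temperature.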
# HP1b binding inh: HP1-beta chromodomain-methylated histone interaction inhibition | actives 0.56% (n = 390,000) | Potency, µM (top dose mostly 114 µM), for inactives: top-dose activity change, negative = inhibition, actives largely listed as inhibitors | AID 540317 | AlphaScreen HP1-beta / biotin-H3K9me3 peptide binding; also: potency is read from the fitted curve at half-maximal effect; nearly all actives have a fitted effect of over 70% in size; inactives centre near 23
# Target sequence (P83916 whole entry, looked up): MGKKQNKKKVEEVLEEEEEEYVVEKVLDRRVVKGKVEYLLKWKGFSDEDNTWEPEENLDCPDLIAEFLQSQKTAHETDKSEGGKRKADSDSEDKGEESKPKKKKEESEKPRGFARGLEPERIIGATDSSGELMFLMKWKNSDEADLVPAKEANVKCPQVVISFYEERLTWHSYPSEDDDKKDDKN
#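 Compound inhibition of the preformed complex between 50 nM HP1-beta and 50 nM biotinylated H3K9me3 peptide was read by AlphaScreen. Buffer was PBS pH 7.4 with 0.01% Tween-20. Incubations ran 30 min at room temperature, with 10 ug/mL donor/acceptor beads.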
# An asterisk follows results filed as active; i = inactive; u = inconclusive; [ ] = remark or other dose. Unless noted, calls follow the shape of the dose curve; as a rule, active = well fitted curve in the direction sought with a large enough effect; inconclusive = small, poorly fitted or top-dose-only effect, or another doubt; inactive = no such curve, though single readings can be large; an effect the other way counts as inactive or inconclusive. A portion of the library. The share of hits here may be higher or lower than overall.
# The opening eight entries, to show the layout:
1) O=C(COC(=O)CCCSc1nc2ccccc2[nH]1)Nc1cccc(F)c1
2) CCOc1ccc2c(c1)c(=O)c(S(=O)(=O)c1ccc(CC)cc1)cn2C
3) O=C(c1cccnc1)C1CCCN(Cc2nc(Cc3ccccc3)no2)C1 (configuration not stated)
4) CCCN(C(=O)c1cc2c(s1)-c1ccccc1OC2)c1ccc(C(C)C)cc1
5) COc1cc(/C=C/C(=O)OCC(=O)N(C)Cc2ccccc2)ccc1O
6) Clc1ccccc1Sc1ccc(-c2ccccn2)s1
7) Cc1ccc(C(=O)COC(=O)C2CCC2)cc1
8) CCN(CC)S(=O)(=O)c1ccc2c(c1)N(CC(=O)Nc1ccc(Cl)cc1)C(=O)C1CCCN21 (configuration not stated)

Compound	1	2	3	4	5	6	7	8
USP1 inh	-5%	-7%	-6%	-29%	-18%	1%	-7%	-24%
GLS inh	3%	-2%	-2%	-6%	-3%	4%	3%	2%
PI4K2A inh	-3	-2	0	-1	5	-4	1	-2
PGK inhibitor	-7%	-5%	0%	-1%	-9%	-3%	-1%	9%
HP1b binding inh	31%	22%	27%	81%[activator]	27%	207%[activator]	93%[activator]	30%
rTrxR1 inhibitor	4%[57.1 µM]	20%	3%[57.1 µM]	4%	-11%	3%[57.1 µM]	-2%	5%[57.1 µM]
TrxR1 substrate	-8%	3%	-3%[57.1 µM]	6%	1%	10%[57.1 µM]	-8%	5%[57.1 µM]
Pin1 inhibitor	-1%	0%	7%	1%	-1%	2%	11%	u
IDH1 R132H inh	9%	-14%	1%	6%	-3%	-2%	0%	u

# Results (from the top)
1) O=C(COC(=O)CCCSc1nc2ccccc2[nH]1)Nc1cccc(F)c1
2) CCOc1ccc2c(c1)c(=O)c(S(=O)(=O)c1ccc(CC)cc1)cn2C
3) O=C(c1cccnc1)C1CCCN(Cc2nc(Cc3ccccc3)no2)C1 (configuration not stated)
4) CCCN(C(=O)c1cc2c(s1)-c1ccccc1OC2)c1ccc(C(C)C)cc1
5) COc1cc(/C=C/C(=O)OCC(=O)N(C)Cc2ccccc2)ccc1O
6) Clc1ccccc1Sc1ccc(-c2ccccn2)s1

Compound	1	2	3	4	5	6
USP1 inh	-5%	-7%	-6%	-29%	-18%	1%
GLS inh	3%	-2%	-2%	-6%	-3%	4%
PI4K2A inh	-3	-2	0	-1	5	-4
PGK inhibitor	-7%	-5%	0%	-1%	-9%	-3%
HP1b binding inh	31%	22%	27%	81%[activator]	27%	207%[activator]
rTrxR1 inhibitor	4%[57.1 µM]	20%	3%[57.1 µM]	4%	-11%	3%[57.1 µM]
TrxR1 substrate	-8%	3%	-3%[57.1 µM]	6%	1%	10%[57.1 µM]
Pin1 inhibitor	-1%	0%	7%	1%	-1%	2%
IDH1 R132H inh	9%	-14%	1%	6%	-3%	-2%

7) Cc1ccc(C(=O)COC(=O)C2CCC2)cc1
8) CCN(CC)S(=O)(=O)c1ccc2c(c1)N(CC(=O)Nc1ccc(Cl)cc1)C(=O)C1CCCN21 (configuration not stated)
9) Cc1noc(C)c1NC(=O)Nc1ccc2c(c1)C(=O)N([C@H](C)CO)C[C@H](C)[C@@H](CN(C)C(=O)NC(C)C)O2
10) Cc1ccc(C)c(NC(=O)CCc2c(C)n(C)c3cc(-c4ccccc4C)nn3c2=O)c1
11) Cc1[nH]n(-c2ccccc2)c(=O)c1C=Nc1cccc2cccnc12
12) O=C1/C(=C/c2cccnc2)SC(=S)N1C1CCS(=O)(=O)C1 (configuration not stated)

Compound	7	8	9	10	11	12
USP1 inh	-7%	-24%	-33%	-17%	-14%	-17%
GLS inh	3%	2%	4%	-6%	4%	0%
PI4K2A inh	1	-2	-2	1	4	-6
PGK inhibitor	-1%	9%	-7%	i	-10%	-3%
HP1b binding inh	93%[activator]	30%	33%	13%[57 µM]	-12%	18%
rTrxR1 inhibitor	-2%	5%[57.1 µM]	3%	10%[57.1 µM]	-17%	-10%
TrxR1 substrate	-8%	5%[57.1 µM]	8%	7%[57.1 µM]	-23%	-13%
Pin1 inhibitor	11%	u	4%	u	21%	-2%
IDH1 R132H inh	0%	u	-4%	-7%	-2%	0%

13) C[C@@H]1COC(=O)[C@@H](CC(=O)OC(C)(C)C)C/C=C\C[C@@H](CC(=O)N[C@@H](CO)Cc2ccccc2)C(=O)N1
14) Cc1c(C(=O)OCCOC(C)C)[nH]c2c1C(=O)CC(c1ccco1)C2 (configuration not stated)
15) CN(Cc1ccc(CNC[C@H]2O[C@@H](n3cnc4c(N)ncnc43)[C@H](O)[C@@H]2O)o1)S(C)(=O)=O
16) Nn1c(SCC(=O)Nc2ccc(N3CCOCC3)cc2)nnc1C1CC1
17) CC(C)(C)NC(=O)CN(Cc1cccs1)C(=O)c1csnn1
18) CC(NC(=O)c1ccco1)C(=O)OCc1cccc(C(F)(F)F)c1 (configuration not stated)

Compound	13	14	15	16	17	18
USP1 inh	-12%	-5%	-23%	-22%	0%	-21%
GLS inh	0%	-7%	0%	29%	8%	-10%
PI4K2A inh	4	-8	-8	-3	2	2
PGK inhibitor	-1%	-11%	0%	-9%	-3%	0%
HP1b binding inh	29%	-16%	48%[activator]	35%	-5%	57%[activator]
rTrxR1 inhibitor	12%	-5%[57.1 µM]	-30%	19%	20%	8%
TrxR1 substrate	-1%	2%[57.1 µM]	9%	3%	9%	-5%
Pin1 inhibitor	0%	u	-13%	2%	-8%	-1%
IDH1 R132H inh	20%	-9%	-5%	0%	9%	11%

19) O=C(C[C@H]1C/C=C\C[C@@H](Cc2ccc(F)cc2)C(=O)OC[C@H]2CCCN2C1=O)NCCO
20) COc1ccnc2c1c(=O)n(Cc1ccc(F)cc1)c(=O)n2C
21) CC1CC2=C(C(=O)O1)C(C)Nc1ccccc1N2 (configuration not stated)
22) Cc1nc2ccccc2c(=O)n1NC(=O)/C=C/c1ccccc1Cl
23) CC(C)(C)OC(=O)N1CC(O)CC1C(=O)OCC(=O)c1ccccc1 (configuration not stated)
24) O=C(Nc1ccccc1C(=O)NC(Cc1c[nH]c2ccccc12)C(=O)O)c1ccco1 (configuration not stated)

Compound	19	20	21	22	23	24
USP1 inh	-12%	-21%	-9%	-16%	-6%	-18%
GLS inh	-8%	-9%	17%	-11%	-1%	-9%
PI4K2A inh	5	-4	-6	3	9	2
PGK inhibitor	-6%	-9%	i	-1%	4%	i
HP1b binding inh	29%	29%	15%	31%	39%[activator]	32%
rTrxR1 inhibitor	23%	15%	-18%	-5%	11%[57.1 µM]	8%[57.1 µM]
TrxR1 substrate	8%	5%	-11%	-9%	10%[57.1 µM]	-8%[57.1 µM]
Pin1 inhibitor	-3%	-10%	0%	-23%	-1%	7%
IDH1 R132H inh	1%	0%	1%	6%	0%	6%

25) Cc1cc(C)cc(N2CCCn3c2nc2c3c(=O)n(CCN3CCOCC3)c(=O)n2C)c1
26) Cc1ccc(-c2nnn(CC(=O)N(Cc3ccc(F)cc3)C(C(=O)NC3CCCC3)c3ccncc3)n2)o1 (configuration not stated)
27) COC(=O)[C@]1(C)N[C@H](CN(C)S(=O)(=O)c2ccc(C(C)(C)C)cc2)[C@@H]2C(=O)N(C)C(=O)[C@@H]21
28) COc1ccc(OC)c(NC(=O)/C=C/c2ccc(C)o2)c1
29) CCc1cccc2c(C(=O)CN3C(=O)NC4(CCc5ccccc54)C3=O)c[nH]c12 (configuration not stated)
30) COc1ccc(Cc2nc3ccc(C(=O)NCc4cc(C)no4)cc3o2)cc1OC

Compound	25	26	27	28	29	30
USP1 inh	-3%	-10%	u	u	-4%	-18%
GLS inh	-4%	-14%	-4%	10%	-1%	0%
PI4K2A inh	-1	-7	0	-3	1	-2
PGK inhibitor	-1%	-6%	-6%	i	4%	3%
HP1b binding inh	-3%	25%	55%[activator]	-25%	0%	42%[activator]
rTrxR1 inhibitor	2%	-6%	24%	u	-3%	-11%
TrxR1 substrate	-4%	5%	5%	-15%	-5%	-3%
Pin1 inhibitor	0%	43%[activator]	-6%	1%	7%	4%
IDH1 R132H inh	8%	1%	4%	9%	3%	1%

31) COc1ccc(Cl)cc1NC(=O)C12CCC(C)(C(=O)O1)C2(C)C (configuration not stated)
32) O=C(NN/C(=N/S(=O)(=O)c1ccc(Cl)cc1)c1ccccc1)c1ccc(O)cc1
33) CN(CC(=O)OCC(=O)NCC(F)(F)F)S(=O)(=O)c1ccc(Cl)cc1
34) CC(=O)Nc1ccc(S(=O)(=O)NC(CSc2ccc(C(=O)O)cc2[N+](=O)[O-])C(=O)O)cc1 (configuration not stated)

Compound	31	32	33	34
USP1 inh	2%	-12%	-16%	-23%
GLS inh	0%	95%[activator]	-6%	-5%
PI4K2A inh	2	-15	-6	3
PGK inhibitor	i	-12%	-7%	-6%
HP1b binding inh	28%	28%	46%[activator]	55%[activator]
rTrxR1 inhibitor	5%	13%	-1%[57.1 µM]	14%
TrxR1 substrate	1%	7%[57.1 µM]	0%[57.1 µM]	0%
Pin1 inhibitor	-1%	-4%	-9%	u
IDH1 R132H inh	-1%	6%	0%	7%

# Screening data as filed in PubChem BioAssay.
